Source: PubChem
KB-V1 cytotox – KB-V1 MDR subline cytotoxicity. KB-V1 MDR cells viability, CellTiter-Glo, 72 h. Potency, µM (top dose mostly 46.1 µM), inactives show top-dose activity change, negative = cytotoxicity, hits mostly cytotoxic. 400,000 compounds, 3.4% hits; also: potency is read from the fitted curve at half-maximal effect; % is scaled to controls: 0 for no effect and ±100 for the full control effect; nearly all actives have a fitted effect of over 60% in size
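Potencies derive from concentration-effect curves fitted to normalized luminescence (CellTiter-Glo) of KB-V1 cells treated for 72 h at 37 degrees C in phenol-red-free DMEM containing 10% FBS.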
HT1080NT lethal – kills 2HG-producing HT-1080-NT fibrosarcoma cells; AID 686970; 360,000 compounds, 1.6% hits; Potency, µM (doses to about 46.1 µM), inactives show at the top dose activity, negative = less viability, hits mostly cytotoxic; HT-1080-NT fibrosarcoma viability, CellTiter-Glo ATP luminescence, 48 h;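 also: NT is the 2HG producing partner of a matched IDH1 knockdown line; potency is read from the fitted curve at half-maximal effect; 0% = DMSO-treated cells and -100% = media-only wells without cells; nearly all actives have a fitted effect of over 55% in size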
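Read-out is CellTiter-Glo luminescence after 10 minutes at room temperature, following 48 hours' compound treatment of HT-1080-NT cells (750 cells/well, RPMI, 5% FBS, 37 degrees C).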
IL-1B inflam inh – inflammasome signaling inhibition, IL-1 beta readout | THP-1 LPS/ATP IL-1B secretion, AlphaLISA, 16 h; active compounds read low | activity change, % at 57.5 µM | 360,000 compounds, 4.7% hits; in the data active = activity change below about -50%; inconclusive = mostly about -30% to -49%; also: % is scaled to controls: 0 for no effect and ±100 for the full control effect
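THP-1 cells pretreated 1 hr with compounds (up to 57.5 uM final), then stimulated with LPS (250 ng/mL final) plus ATP (1.25 mM final); secreted IL-1B measured by AlphaLISA after 16 hr, decreased signal indicating inhibition.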
S2 tox – viability counter-screen for ATXN expression inhibitors; S2 cells (HEK-293 line with an ATXN2-luciferase reporter) viability, CellTiter-Fluor protease fluorescence, 24 h; Potency, µM (titrated, usually from 56.7 µM), usual class: cytotoxic; 400,000 compounds, 0.49% hits; also: potency is read from the fitted curve at half-maximal effect; nearly all actives have a fitted effect of over 40% in size
MCF10A rereplic – DNA re-replication induction in MCF 10a cells; Potency, µM (series often up to 46.1 µM), inactives show top-dose activity, positive = re-replication, actives largely listed as activators; AID 624296; MCF 10A DNA re-replication, Hoechst nuclear intensity, 48 h; 350,000 compounds, 2.9% hits; also: potency is read from the fitted curve at half-maximal effect; % of control where 0% means no effect; nearly all actives have a fitted effect of over 50% in size
SW480 rereplic – induces DNA re-replication in SW480 colon adenocarcinoma cells. Potency, µM (doses to about 46.1 µM), inactives show at the top dose re-replication activation, hits mostly activators. 340,000 compounds, 1.8% hits. SW480 DNA re-replication, Hoechst DNA content imaging, 48 h. AID 624297; also: potency is read from the fitted curve at half-maximal effect; % of control where 0% means no effect; nearly all actives have a fitted effect of over 55% in size
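Image-based read-out: total Hoechst fluorescence of nuclei (405 nm excitation, 500-530 nm emission), with hits raising the fraction of high-intensity nuclei. SW480 colon cells incubated 48 hr with compounds at 37 C.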
ATXN2 expr inh – reduces ATXN2 reporter expression in HEK-293 cells | HEK-293 ATXN2-luciferase reporter, luminescence, 24 h | AID 1745845 | 360,000 compounds, 0.72% hits | Potency, µM (titrated, usually from 57 µM), without a hit: top-dose activity change, negative = inhibition, actives largely listed as inhibitors; also: potency is read from the fitted curve at half-maximal effect; % is scaled to controls: 0 for no effect and ±100 for the full control effect; nearly all actives have a fitted effect of over 55% in size
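ATXN2-luciferase reporter cells (luciferase flanked by upstream and downstream ATXN2 gene portions) were treated 24 h at 37 °C with compounds at up to 57 uM. SteadyGlo luminescence gave expression; GF-AFC fluorescence gave viability.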
HT1080 IDH1KD tx – kills HT-1080 cells with IDH1 knockdown; HT-1080 IDH1 knockdown viability, ATP luminescence, 48 h; Potency, µM (doses to about 46.1 µM), for the others: at the top dose activity, negative = toxicity, usual class: cytotoxic; 360,000 compounds, 2% hits; AID 686971;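 also: potency is read from the fitted curve at half-maximal effect; 0% = DMSO wells and -100% = cell-free medium wells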
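IDH1KD HT-1080 cells, 750/well, RPMI + 5% FBS; compound pinned after 2 h settling; 48 h, 37 °C; CellTiter-Glo luminescence; % activity normalised to DMSO and no-cell wells; curves fitted, classed by r2 and efficacy.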
KB-3-1 tox – kills parental KB-3-1 adenocarcinoma cells; KB-3-1 viability, CellTiter-Glo ATP luminescence, 72 h; Potency, µM (doses to about 46.1 µM), for inactives: at the highest dose activity change, negative = cytotoxic, most hits filed as cytotoxic; 400,000 compounds, 1.4% hits; also: potency is read from the fitted curve at half-maximal effect; % is scaled to controls: 0 for no effect and ±100 for the full control effect; nearly all actives have a fitted effect of over 60% in size
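Viability of parental KB-3-1 cells, measured by CellTiter-Glo luminescence, followed a 72 h incubation at 37 °C with pinned compounds in phenol-red-free DMEM containing 10% FBS.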
Numbers without * were called inactive; i = inactive; ? = inconclusive; . = no result given; [ ] = another dose, or the depositor's remark. Unless noted, calls follow the shape of the dose curve; as a rule, active = well fitted curve in the direction sought with a large enough effect; inconclusive = small, poorly fitted or top-dose-only effect, or another doubt; inactive = no such curve, though single readings can be large; an effect the other way counts as inactive or inconclusive.

SMILES | KB-V1 cytotox | HT1080NT lethal | IL-1B inflam inh | S2 tox | MCF10A rereplic | SW480 rereplic | ATXN2 expr inh | HT1080 IDH1KD tx | KB-3-1 tox
CC1CCCCC1NC(=O)c1cc2c(=O)n3ccccc3nc2n1C (stereo not given) | 11% | 1% | 18 | . | -3% | ? | . | -3% | -4%
O=C(Nc1ccn(CCCNC2CCN(Cc3ccccc3)CC2)c(=O)n1)OCc1ccccc1 | 11% | ? | -18 | ? | . | . | ? | ? | -10%
CCN(c1ccccc1)S(=O)(=O)c1ccc2[nH]c(=O)c(=O)[nH]c2c1 | -3% | 1% | -3 | i | ? | -3% | -16% | 2% | 24%
O=C1CN(C(=O)COC(=O)C2CCN(S(=O)(=O)c3ccccc3C(F)(F)F)CC2)c2ccccc2N1 | 2% | -2% | 29 | i | -2% | 2% | -12% | -1% | -9%
CC1Cc2ccccc2N1C(=O)c1cccnc1 (stereo not given) | 4% | -4% | 2 | i | 4% | -10% | 1% | 11% | 10%
COc1ccc(C2(CNC(=O)Cc3ccc(OC)c(OC)c3)CCCC2)cc1 | ? | -8% | 0 | i | 4% | 1% | -3% | 0% | -7%
Cc1ccc(S(=O)(=O)N(C)c2ccccc2C(=O)Nc2ccc(F)cc2F)cc1 | 0% | 1% | 11 | ? | 3% | ? | -58% | -2% | -3%
CCC(=O)N[C@H]1C=C[C@H](CC(=O)OC)O[C@@H]1CO | 2% | 4% | 17 | . | . | . | . | 15% | 9%
O=C(Cn1cccc1)Nc1ccc(F)cc1F | -15% | 2% | -5 | i | 1% | 0% | -3% | 0% | -4%
CCCS(=O)(=O)n1nc(-c2ccc(OC)cc2)cc1N | -5% | 3% | -3 | i | 12% | -2% | 19% | 13% | 3%
O=C(N/C=C/n1cnc2cc(C(F)(F)F)ccc21)c1ccccc1F | 3% | 5% | -24 | i | 11% | 2% | -24% | 7% | 11%
CC(C)(C)N(Cc1ccccc1)C(=O)COC(=O)c1ccc(S(=O)(=O)N2CCOCC2)cc1 | . | 4% | 14 | i | -2% | -5% | 1% | 0% | .
Cc1cc(/C=C2/NC(=O)N(Cc3ccccc3F)C2=O)c(C)n1C | 1% | -1% | -17 | i | ? | -3% | -1% | 10% | 10%
Cc1ccc(C)c(N2CCN(C(=O)C3CCN(S(=O)(=O)c4ccc5[nH]c(=O)oc5c4)CC3)CC2)c1 | 0% | . | . | i | . | . | -1% | . | -17%
CCN(CC)S(=O)(=O)c1ccc(N(C)Cc2cccnc2)nc1 | -3% | 1% | -10 | i | -11% | -6% | 1% | 2% | -12%
COc1cc(NC(=O)c2ccc(-c3cn[nH]c3)c3ccoc23)cc(OC)c1OC | -1% | -1% | -74* | ? | . | . | -20% | 3% | 0%
COc1ccc(NS(=O)(=O)c2ccc(C)c(C(=O)NCC(c3ccco3)N3CCCCC3)c2)cc1 (stereo not given) | -3% | 0% | -6 | i | ? | -2% | -6% | 2% | 0%
COc1ccccc1N1CCN(C(=O)c2cc3sccc3n2C)CC1 | -20% | -3% | -13 | i | 21% | -7% | -9% | -12% | -12%
CC(=O)Nc1ccc(-c2cc(C(=O)O)c3ccccc3n2)cc1 | 9% | -3% | 24 | i | 11% | 4% | ? | ? | 0%
O=C(CCNS(=O)(=O)c1ccccc1C(F)(F)F)NNC(=O)c1csc(N2CCOCC2)n1 | 31% | 8% | 7 | i | 10% | ? | 1% | 6% | 6%
CCOc1ccc(NC(=O)c2nn(C)cc2Br)cc1 | -11% | 4% | -4 | i | 3% | -8% | 45%[activator] | -14% | 5%
Cc1cc(=O)[nH]c(SCC2COC3(CCCCC3)O2)n1 (stereo not given) | ? | 0% | -7 | i | 0% | -3% | 13% | -3% | -3%
O=C1c2ccccc2C(O)(c2ccccc2)N1c1ccncc1 (stereo not given) | -12% | -7% | ? | i | 2% | -5% | . | -1% | 0%
Cc1ccc(NCN2C(=O)c3ccccc3C2=O)c(C)c1 | 0% | -1% | -23 | i | 14% | -16% | -1% | 2% | 4%
COc1ccccc1C(=O)N1CCc2ccccc21 | -27% | 1% | 16 | i | 9% | -3% | 12% | -4% | 2%

Structural class: the entries above with four or more nitrogen atoms.
SMILES | KB-V1 cytotox | HT1080NT lethal | IL-1B inflam inh | S2 tox | MCF10A rereplic | SW480 rereplic | ATXN2 expr inh | HT1080 IDH1KD tx | KB-3-1 tox
CC1CCCCC1NC(=O)c1cc2c(=O)n3ccccc3nc2n1C (stereo not given) | 11% | 1% | 18 | . | -3% | ? | . | -3% | -4%
O=C(Nc1ccn(CCCNC2CCN(Cc3ccccc3)CC2)c(=O)n1)OCc1ccccc1 | 11% | ? | -18 | ? | . | . | ? | ? | -10%
Cc1ccc(C)c(N2CCN(C(=O)C3CCN(S(=O)(=O)c4ccc5[nH]c(=O)oc5c4)CC3)CC2)c1 | 0% | . | . | i | . | . | -1% | . | -17%
CCN(CC)S(=O)(=O)c1ccc(N(C)Cc2cccnc2)nc1 | -3% | 1% | -10 | i | -11% | -6% | 1% | 2% | -12%
O=C(CCNS(=O)(=O)c1ccccc1C(F)(F)F)NNC(=O)c1csc(N2CCOCC2)n1 | 31% | 8% | 7 | i | 10% | ? | 1% | 6% | 6%

(next part)
SMILES | KB-V1 cytotox | HT1080NT lethal | IL-1B inflam inh | S2 tox | MCF10A rereplic | SW480 rereplic | ATXN2 expr inh | HT1080 IDH1KD tx | KB-3-1 tox
COc1ccc(C=O)cc1OS(=O)(=O)c1ccccc1[N+](=O)[O-] | 6% | 4% | -26 | i | 3% | ? | 15% | 5% | 2%
COc1ccc(-c2coc3c(C(=O)NCC4CCOCC4)cccc23)c(C)c1 | ? | ? | -22 | i | . | . | ? | -15% | -19%
N#CC1=C(N)NC(SCc2ccccc2)=C(C#N)C12CCCC2 | ? | 0% | 2 | i | 18µM* | ? | -11% | 1% | ?
Cc1ccccc1Cc1c(C)nc2nc(SCC(=O)NC(C)c3ccccc3)nn2c1C (stereo not given) | 5% | . | . | ? | . | . | -9% | . | -17%
CC1=NN(C(N)=S)C(=O)C1N=Nc1ccc(S(N)(=O)=O)cc1 (stereo not given) | 2% | -1% | 0 | i | -1% | 0% | . | 2% | 12%
COCC(=O)N1CCC2CC1c1cc(Cl)ccc12 (stereo not given) | 0% | 7% | 32 | i | -1% | 7% | 13% | 5% | 0%
NC(=O)CC(NC(=O)c1ccccc1)c1ccc(N2CCN(c3ccc(F)cc3)CC2)c([N+](=O)[O-])c1 (stereo not given) | ? | 5% | -12 | ? | 2% | -17% | -38% | -6% | ?
COc1cc(-c2nnc(SCc3cc(=O)oc4cc(C)ccc34)o2)cc(OC)c1OC | -20% | -8% | -3 | i | 8% | 18% | 52%[activator] | 2% | -11%
COc1ccc(C2C(C(=O)N3CCOCC3)CCC(=O)N2c2ccc(OC)cc2)cc1 (stereo not given) | 14% | 9% | 23 | ? | -6% | -10% | 2% | 9% | 1%
O=C(Nc1ccc(F)cc1)C1CCCN(c2cnccn2)C1 (stereo not given) | ? | 6% | 1 | i | ? | -4% | . | 4% | 1%
Cc1ccc(CNC(=O)C2CCCN(S(=O)(=O)N3CCC(C)CC3)C2)cc1 (stereo not given) | -5% | 14% | 42 | ? | -1% | -2% | -9% | 8% | 12%
Cc1cccc(CSCc2ccc(C(=O)NCC3CCCO3)o2)c1 (stereo not given) | -8% | 1% | 21 | i | 3% | -14% | 1% | -3% | 0%
CCCCCCCCC(=O)N/N=C/c1cccc(Br)c1 | 5% | 2% | -60* | i | 18µM* | 17% | -10% | 15% | -12%
CC1CCCCN1CC(=O)c1c(N)n(Cc2ccccc2)c(=O)n(C)c1=O (stereo not given) | 12% | 7% | 14 | i | 12% | -3% | -17% | 1% | 0%
O=C(CSc1nc2c(sc3ccccc32)c(=O)n1Cc1ccccc1)NCC1CCCO1 (stereo not given) | -6% | 1% | 0 | . | -1% | -29% | . | 3% | -1%
CCN(CC)c1nc(C)c(C(C)=O)cc1C#N | -7% | 0% | 36 | i | 9% | -1% | -3% | -9%[9.24 µM] | 0%
COc1ccc(-c2nc(C#N)c(N3CCCCCC3)o2)cc1 | ? | 0% | -63* | i | 14% | -21% | -5% | -18% | -4%
Cn1c(Cc2cccs2)nnc1SCC(=O)Nc1ccccc1F | -20% | -2% | 13 | i | 0% | -8% | 6% | 3% | 27%
CC(C)N(C(=O)COC(=O)c1cccc(C(=O)OCC(=O)N(C(C)C)C(C)C)n1)C(C)C | ? | 13% | 0 | i | -8% | -7% | 5%[11.3 µM] | 26% | 0%

Results in KB-3-1 tox, HT1080NT lethal and S2 tox (five entries from above):
SMILES,KB-3-1 tox,HT1080NT lethal,S2 tox
COc1cc(-c2nnc(SCc3cc(=O)oc4cc(C)ccc34)o2)cc(OC)c1OC,-11%,-8%,i
Cc1ccc(CNC(=O)C2CCCN(S(=O)(=O)N3CCC(C)CC3)C2)cc1 (stereo not given),12%,14%,?
COc1ccc(-c2nc(C#N)c(N3CCCCCC3)o2)cc1,-4%,0%,i
CC(C)N(C(=O)COC(=O)c1cccc(C(=O)OCC(=O)N(C(C)C)C(C)C)n1)C(C)C,0%,13%,i
CC1=NN(C(N)=S)C(=O)C1N=Nc1ccc(S(N)(=O)=O)cc1 (stereo not given),12%,-1%,i

An excerpt from above in order of count of non-hydrogen atoms, smallest number first:
SMILES | KB-V1 cytotox | HT1080NT lethal | IL-1B inflam inh | S2 tox | MCF10A rereplic | SW480 rereplic | ATXN2 expr inh | HT1080 IDH1KD tx | KB-3-1 tox
COc1ccccc1C(=O)N1CCc2ccccc21 | -27% | 1% | 16 | i | 9% | -3% | 12% | -4% | 2%
COc1ccccc1N1CCN(C(=O)c2cc3sccc3n2C)CC1 | -20% | -3% | -13 | i | 21% | -7% | -9% | -12% | -12%
O=C(CSc1nc2c(sc3ccccc32)c(=O)n1Cc1ccccc1)NCC1CCCO1 (stereo not given) | -6% | 1% | 0 | . | -1% | -29% | . | 3% | -1%

Rows were taken by chance; any-hit rate near 11%.
